Ec RNAP inh: inhibitors of Escherichia coli RNA polymerase. actives 0.2% (n = 62,000). AID 559. inhibition, %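 (tested at 10 µM)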. P0A8V2. E. coli RNA polymerase, fluorescence transcription assay; in the data active = inhibition above about 20%;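 also: 0% = enzyme without compound and 100% = no enzyme blank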
Hsp90 block: displaces geldanamycin probe from tumor Hsp90; NCI-N417 lysate Hsp90, Cy3B-geldanamycin FP displacement; inhibition, % at 30 µM; actives 0.35% (n = 64,000); P07900; AID 429;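 active = inhibition above 50%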;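 also: 0% = tracer plus lysate wells and 100% = tracer alone without lysate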
D1 mod: D1 dopamine receptor (human) allosteric modulation; P21728; actives 5.9% (n = 58,000); HEK293 D1, CRE-luciferase, dopamine EC30 potentiation; actives deviate in either direction; B-score at 10 µM;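 active = luminescence count or its row- and column-corrected plate score outside the 99.7% band of the plate's sample wells, on either side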
Target sequence (P21728 whole entry, looked up): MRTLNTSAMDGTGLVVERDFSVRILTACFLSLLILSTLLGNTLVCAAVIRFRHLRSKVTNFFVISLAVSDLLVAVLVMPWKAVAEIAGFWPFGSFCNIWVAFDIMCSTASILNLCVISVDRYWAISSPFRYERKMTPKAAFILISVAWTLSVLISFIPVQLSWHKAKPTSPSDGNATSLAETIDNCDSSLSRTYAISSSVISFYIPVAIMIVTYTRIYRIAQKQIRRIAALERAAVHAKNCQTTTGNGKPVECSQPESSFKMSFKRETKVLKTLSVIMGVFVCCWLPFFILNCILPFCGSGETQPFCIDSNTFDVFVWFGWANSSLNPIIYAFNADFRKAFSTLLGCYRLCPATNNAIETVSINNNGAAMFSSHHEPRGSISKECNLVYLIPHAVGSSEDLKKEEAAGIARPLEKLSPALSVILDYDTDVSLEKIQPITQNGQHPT
AP complement: alternative pathway complement inhibition, orthogonal assay. actives 0.08% (n = 62,000). AID 1235. Human serum alternative complement pathway, LPS-coated ELISA, C3 deposition; tested in compound mixtures. inhibition, % at 5 µM;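 active = inhibition above 30% in each of the two pooled mixtures holding the compound, so the lower value exceeds 30%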;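 also: 0% = serum in Mg-EGTA without compound and 100% = EDTA serum blank; some compounds past the cut are filed as inactive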
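Assay system: human serum alternative complement pathway, C3 deposition on LPS-coated wells; Dosing: 5 µM per compound in ten-compound mixtures; Detection: Anti-C3 ELISA, OD 450 nm; Buffer or medium: Mg2+-EGTA GVB++ buffer containing human serum at 1:15 dilution; Timing: 1 h at 37 °C; Replication: two different pools per compound.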
CatB block: blocks human cathepsin B protease activity | actives 0.1% (n = 63,000) | purified cathepsin B, fluorogenic substrate, fluorescence | AID 453 | inhibition, %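 (tested at 10 µM)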 | P07858; in the data active = inhibition above about 21%;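 also: 0% = enzyme with no compound and 100% = no enzyme blank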
Ecoli tolC: blocks growth of E. coli BW25113 tolC mutant | OD615 | growth inhibition, % at 10 µM (by protocol) | actives 2.2% (n = 65,000) | AID 573;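 active = growth inhibition at or above a cutoff equal to the mean over every tested compound plus 3 SD, cut at about 60% in these data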;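 also: growth measured after 20 h incubation at 37 °C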
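Test system: E. coli BW25113 ΔtolC::kan bacteria | Medium: Kanamycin-containing LB broth (50 µg/mL) | Dosing: One dose of 10 µM final | Times: 20 h incubation with compound, 37 °C | Detection: Optical density read at 615 nm | Read-out basis: Percent growth inhibition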
CatB mixtures: human cathepsin B inhibition by mixtures; Purified cathepsin B, AMC dipeptide fluorescence, compound mixtures; inhibition, %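 (ten-compound pools at 5 µM per compound and 50 µM total)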; actives 0.06% (n = 62,000); AID 488; in the data active = inhibition above about 22%, passing the limit was not always enough;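 also: 0% = enzyme without compound and 100% = no enzyme blank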
DUSP1 inh: human dual specificity phosphatase 1 inhibition; P28562; recombinant MKP-1, OMFP hydrolysis fluorescence; inhibition, %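 (compounds tested at a single concentration somewhere between 10 and 100 µM)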; actives 0.15% (n = 65,000);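 active = inhibition above about 50%, limit read from the data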;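 also: 0% = DMSO max control wells and 100% = wells with enzyme stopped by NaOH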
Target sequence (P28562 whole entry, looked up): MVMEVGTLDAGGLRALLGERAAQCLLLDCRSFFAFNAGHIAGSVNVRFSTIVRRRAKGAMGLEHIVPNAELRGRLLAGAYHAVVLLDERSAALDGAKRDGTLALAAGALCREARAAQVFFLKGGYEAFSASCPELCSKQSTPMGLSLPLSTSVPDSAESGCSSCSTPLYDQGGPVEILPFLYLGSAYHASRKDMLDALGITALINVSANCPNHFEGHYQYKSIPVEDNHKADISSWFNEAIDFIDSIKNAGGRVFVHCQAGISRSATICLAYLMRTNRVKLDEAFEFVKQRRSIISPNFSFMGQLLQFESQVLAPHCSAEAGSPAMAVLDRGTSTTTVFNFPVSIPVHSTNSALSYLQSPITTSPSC
Cdc25B block: human M-phase inducer phosphatase 2 inhibition; recombinant Cdc25B, OMFP fluorescence Ex485/Em525; actives 0.1% (n = 65,000); AID 368; P30305; inhibition, %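 (compounds tested at 10 µM final in the well)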; in the data active = inhibition above about 50%
An asterisk follows results filed as active; x = not tested or not shown. Random draw from the library (roughly 7.6% active in at least one column).

Preview:
SMILES	Ec RNAP inh	Hsp90 block	D1 mod	AP complement	CatB block	Ecoli tolC	CatB mixtures	DUSP1 inh	Cdc25B block
COc1ccc(NC(=O)C2CCCCN2S(=O)(=O)c2ccc(F)cc2)c(OC)c1 (stereo not drawn)	-1	4	-0.53	24	-5	17	7	1	-2
CC1CCCN(Cc2nc3c(c(=O)n(C)c(=O)n3C)n2CCc2ccccc2)C1 (stereo not drawn)	x	0	-0.37	x	x	12	x	3	-12

All compounds of this part, previewed entries included:
SMILES	Ec RNAP inh	Hsp90 block	D1 mod	AP complement	CatB block	Ecoli tolC	CatB mixtures	DUSP1 inh	Cdc25B block
COc1ccc(NC(=O)C2CCCCN2S(=O)(=O)c2ccc(F)cc2)c(OC)c1 (stereo not drawn)	-1	4	-0.53	24	-5	17	7	1	-2
CC1CCCN(Cc2nc3c(c(=O)n(C)c(=O)n3C)n2CCc2ccccc2)C1 (stereo not drawn)	x	0	-0.37	x	x	12	x	3	-12
CC(=O)c1cccc(NC(=O)C2C3C=CC(C4CC34)C2C(=O)O)c1 (stereo not drawn)	10	-3	-0.13	-11	3	-3	1	-12	-4
O=C(NCc1ccco1)c1ccc(NC(=O)C2COc3ccccc3O2)cc1 (stereo not drawn)	6	-7	-2	-1	2	6	2	-8	7
O=C(CSc1nnc(NC(=O)c2ccco2)s1)NC1CCCC1	5	-8	-0.17	4	6	-17	1	-5	-7
Oc1cnc2ccccc2c1CN1CCOCC1	5	-1	0.15	13	0	-13	2	-3	4
N#Cc1cc2ccccc2nc1SCc1ccccn1	8	-5	4.4*	2	0	20	6	3	-8
CCc1ccccc1NC(=O)N1C2CCCC1CC(NC(=O)C(C)(C)C)C2 (stereo not drawn)	3	1	0.007	19	-4	-25	-5	1	-11
CC(C)c1nc(-c2ccccn2)no1	4	-2	-0.4	10	-5	-25	4	-17	2
CCOc1ccc(N(CC(=O)O)S(=O)(=O)c2cccnc2)cc1	4	0	0.028	8	6	-9	-5	6	-13
c1ccc2c(c1)CCN(c1ncnc3c1[nH]c1ccccc13)C2	5	-10	x	x	2	3	x	-10	-1
O=C(NC1CCCC1)c1ccc(CS(=O)(=O)c2ccc(Br)cc2)o1	2	-3	0.52	20	0	2	5	14	-25
CC(C)Cn1c(SC(C)C(=O)Nc2ccc3c(c2)OCCO3)nc2ccccc2c1=O (stereo not drawn)	2	0	0.54	22	1	39	1	-2	-2
COc1ccc(NC(=O)CCNC(C)=O)cc1NS(=O)(=O)c1ccc(F)cc1	9	4	-0.91	14	-3	-12	6	4	4
CSCSC1=C(C#N)C(c2ccccc2Cl)C(C(C)=O)=C(C)N1 (stereo not drawn)	0	-3	0.26	4	6	63*	1	11	-15
CSCCC(NC(C)=O)C(=O)Oc1ccc2c3c(c(=O)oc2c1)CCCC3 (stereo not drawn)	x	0	3	x	x	35	x	7	-11
CC(=O)Nc1cccc(OCC(=O)Nc2ccc(F)cc2)c1	1	-2	-0.64	-3	1	3	2	-2	3
CCn1cc(C2N3CC4(C)CN2CC(C)(C3)C4=O)c2ccccc21 (stereo not drawn)	4	-1	-0.64	5	1	-6	-3	-1	-13
CCC(C)NC(=O)C1CCC(=O)N(c2cc(OC)c(OC)c(OC)c2)C1c1ccc(OC)cc1 (stereo not drawn)	0	x	0.18	11	0	-14	2	x	x
CCCn1cnc2cc(NCc3ccccn3)ccc21	2	3	-0.85	16	-2	-7	10	4	-3
CC(=O)c1ccc(NC(=O)CSc2nnc(Cn3c(=O)sc4ccccc43)n2C)cc1	8	3	0.63	17	5	-5	4	9	-2
O=C(O)C1C2CCC(O2)C1C(=O)NCc1ccncc1 (stereo not drawn)	3	-4	2.3	-5	6	-7	4	-19	-9
O=C(COc1cccc2ccccc12)N1CCN(c2ccccc2)CC1	x	x	0.38	4	7	66*	0	15	-5
Cc1nnc(NC(=O)C2CCCN(c3ncccn3)C2)s1 (stereo not drawn)	2	0	-0.49	-3	-4	-23	2	-21	-4
COc1ccc2[nH]cc(C(=O)CN3CCCC(C)C3)c2c1 (stereo not drawn)	4	-10	0.23	-1	-3	-5	-2	-6	2

Filtered by structure, the compounds so far with a furan ring, fused or not (3)
SMILES	Ec RNAP inh	Hsp90 block	D1 mod	AP complement	CatB block	Ecoli tolC	CatB mixtures	DUSP1 inh	Cdc25B block
O=C(NCc1ccco1)c1ccc(NC(=O)C2COc3ccccc3O2)cc1 (stereo not drawn)	6	-7	-2	-1	2	6	2	-8	7
O=C(CSc1nnc(NC(=O)c2ccco2)s1)NC1CCCC1	5	-8	-0.17	4	6	-17	1	-5	-7
O=C(NC1CCCC1)c1ccc(CS(=O)(=O)c2ccc(Br)cc2)o1	2	-3	0.52	20	0	2	5	14	-25

Other entries follow:
SMILES	Ec RNAP inh	Hsp90 block	D1 mod	AP complement	CatB block	Ecoli tolC	CatB mixtures	DUSP1 inh	Cdc25B block
COc1ccc(NC(=O)CCN2CCCC(C)C2)cc1 (stereo not drawn)	10	-6	-0.25	8	5	-13	6	-4	-15
Cc1cc(C)c(-c2cc(C(=O)Nc3c(C)n(C)n(-c4ccccc4)c3=O)[nH]n2)c(O)c1	-3	-2	0.046	8	2	-12	2	3	4
O=C(Cn1c(-c2cncs2)nc2ccccc21)NC1CCCC1	3	-3	0.48	20	3	-14	2	0	-8
COCCNC(=O)CSc1nc2ccccc2c(=O)n1-c1cccc(OC)c1	-4	3	0.75	2	1	0	-2	-2	-21
COc1ccc(Cl)cc1NC(=O)COc1cccc(-n2cnnn2)c1	3	0	-0.86	8	-2	-5	0	-14	4
CCCCCOC(=O)Cc1c(O)c2ccccc2n(C)c1=O	-8	0	0.13	33	-3	5	-3	-4	10
Cn1c(=O)n(CCc2ccccc2)c(=O)c2c1nc1n2CCCN1Cc1ccccc1	2	-6	-1.2	9	2	26	5	19	2
CCOc1ccc2[nH]c(=O)c(CN(Cc3ccc(F)cc3)C(=O)N3CCCC3)cc2c1	0	0	0.18	2	3	-12	-4	-21	-15
CCS(=O)(=O)N1CCC(C(=O)N2CCc3ccccc3C2)CC1	4	-3	2.5	4	0	2	0	26	-14
CCN(c1cccc(C)c1)S(=O)(=O)c1cccc2nsnc12	0	x	-0.52	18	-4	32	4	8	-15
COc1cc(Cl)c(C)cc1NC(=O)CSc1nnc(-c2ccco2)n1CC(C)C	1	-4	0.023	11	-4	40	4	36	-17
O=C(/C=C1\NC2(CCCC2)Cc2ccccc21)N1CCOCC1	2	-6	0.96	16	-1	5	2	3	-5
COc1ccc(NC2=NCC(=O)N2c2ccccc2)c(OC)c1	10	x	-0.042	5	2	-5	0	0	-6
Cc1cc(NC(=O)c2cc(C3CC3)on2)no1	4	-3	x	12	-2	-12	4	-7	-12
CCCC1CCC(c2nc(-c3cccnc3)no2)CC1 (stereo not drawn)	10	0	-0.44	3	0	26	6	-12	-3
CCOc1cc(N2CCOCC2)c(OCC)cc1NC(=O)c1cc(-c2ccco2)nc2ccccc12	9	x	x	4	3	2	2	37	-8
COc1cc(CNc2ccc3c(c2)CCC3)cc(OC)c1O	x	1	-0.28	19	x	-15	4	3	1
CC(=O)CSc1nc2ccc(Nc3nc(N4CCOCC4)nc(N4CCOCC4)n3)cc2s1	7	-4	x	30	3	15	5	21	-11
O=C(Cn1c(NCCO)nc2ccccc21)NCCc1ccccc1	6	-6	-0.06	13	-1	-14	6	5	-8
O=C(CCCc1nc2ccccc2s1)Nc1nccs1	11	-3	-0.83	11	6	1	3	3	-14
c1ccc2c(NC3CCCC3)nnc(NC3CCCC3)c2c1	3	-2	-3.8	8	4	31	5	-1	0
O=C(NCCc1ccncc1)Nc1ccc(Cl)cc1	9	-5	-0.35	10	-2	-2	1	8	1
CC(=O)Nc1ccc(S(=O)(=O)NCC2CCC(C(=O)NCCCN3CCCC3=O)CC2)cc1 (stereo not drawn)	12	-2	-0.82	5	-4	-9	7	1	-9
O=C(O)c1ccc2c(c1)NC(=O)C(N1CCCC1)S2 (stereo not drawn)	6	-3	-0.36	5	6	-18	6	7	-2
CC(=O)Nc1ccc(NC(=O)C(C)Oc2ccccc2F)cc1 (stereo not drawn)	3	-2	0.82	8	0	-9	2	7	2
The listing continues.
SMILES	Ec RNAP inh	Hsp90 block	D1 mod	AP complement	CatB block	Ecoli tolC	CatB mixtures	DUSP1 inh	Cdc25B block
CCn1c(=O)c(C(=O)NCCN2CCCCC2)c(O)c2ccccc21	0	8	0.078	-24	-2	-2	3	24	-15
Cc1nc2sc(C(c3cccs3)N3CCN(c4ccccc4)CC3)c(O)n2n1 (stereo not drawn)	9	0	0.71	18	3	-19	3	5	-3
O=C(COc1ccccc1Cl)NCc1ccncc1	3	-3	-0.99	8	3	-3	2	-7	-1
CCn1c(SCC(=O)Nc2nccs2)nnc1-c1ccncc1	8	-10	-1.2	9	-6	-1	4	1	-4
COc1ccc(N2CCN(CC(=O)Nc3nc4c(s3)CC(C)CC4)CC2)cc1 (stereo not drawn)	1	0	0.6	1	2	100*	-3	-7	-2
CS(=O)(=O)NCCSCc1ccco1	-1	-1	0.34	4	3	-21	0	13	-11
COCCOC(=O)C1=C(C)Nc2ncnn2C1c1ccccc1 (stereo not drawn)	9	-3	-0.023	13	-3	-9	4	-6	4
Cc1oc(-c2ccc(Cl)cc2)nc1CN1CCCC(C(=O)NCc2cccnc2)C1 (stereo not drawn)	3	-2	-1.6	11	4	5	2	36	-6
O=C1OC(Nc2nc3ccccc3s2)c2ccccc21 (stereo not drawn)	1	x	-0.23	12	2	-4	5	0	-16
CC1CCN(Cc2ccc(-c3nn[nH]n3)cc2)CC1	-5	-6	-0.021	11	-3	-12	-3	-4	-6
COc1nc(NCCc2ccc(OC)c(OC)c2)nc(NC(C)(C)CO)n1	5	-2	1.4	16	5	4	2	-12	-7
Cn1c(NC(=O)c2ccc(Br)o2)cc(=O)n(C)c1=O	x	1	-0.19	x	x	-18	x	19	-1
CCCCOn1c(C)c(C(=O)OCC)c2c3nonc3ccc21	-4	-6	-0.043	-4	9	66*	7	-3	5
Cc1ccc2nc3c(cc(C(N)=S)c(=N)n3CCCOC(C)C)c(=O)n2c1	3	-22	0.57	7	2	3	1	-11	3
Cn1c(=O)c2c(ncn2CC(=O)NC(C)(C)C)n(C)c1=O	5	-2	x	17	-2	-9	5	-4	2
CCOc1ccc2[nH]c(=O)c(CN(CCc3ccccc3)C(=O)c3cnccn3)cc2c1	12	0	0.95	5	7	-7	2	10	15
COc1ccc(OC)c(N)c1	4	47	0.2	-4	3	-12	-6	4	2
CN(C)C(=O)C12CCC(C)(c3nc4ccccc4nc31)C2(C)C (stereo not drawn)	-8	-12	-1.6	-5	1	-4	2	4	1
O=C1CSC(c2ccncc2)N1Cc1ccco1 (stereo not drawn)	-1	x	-0.064	13	4	-13	4	3	-15
O=c1cc(-c2ccccc2)c2c([nH]1)CCCC2	7	-4	5.3*	-3	5	12	-1	29	-4
COc1ccc(CCNC(=O)COc2nsnc2N2CCOCC2)cc1OC	2	-1	0.24	9	-3	-25	6	-3	9
Cc1cc(-c2cc(N)n(-c3ccccc3)n2)c(C)n1C1CCCC1	4	-9	-2.7	1	5	17	7	8	-7
O=C(O)c1ccccc1S(=O)(=O)Cc1ccccc1	0	-2	-1.4	16	0	-22	4	10	-4
Cc1cccc(C)c1NC(=O)CSc1nnnn1C	9	0	-0.46	-8	5	-17	7	-9	-13
CCOC(=O)C1CCCN(Cc2ccccc2F)C1 (stereo not drawn)	3	0	-0.53	7	-2	-5	-2	-2	-13
COc1cc(C(=O)OCC(=O)N2CCCC2)cc(OC)c1OC	4	2	-0.016	5	5	-18	2	1	2

From PubChem BioAssay
